# mABHD4 FP: inhibits mouse alpha/beta hydrolase domain 4. hit rate 0.54% among 370,000. inhibition, % at 8.92 µM. purified mABHD4, FP-Rh probe fluorescence polarization. Q8VD66;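 active = inhibition exceeding the mean over every tested compound plus 3 SD, cut at about 30% in these data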;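 note: 0% = plate median of compound wells and 100% = S159A mutant with DMSO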
#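 Assay system: Wild-type mouse ABHD4 protein | Medium: HEPES pH 7.0 buffer, 150 mM NaCl, 0.01% Pluronic F-127 | Incubation: Enzyme–compound pre-incubation 45 min, then probe 60 min, both 25 °C | Technique: Fluorescence polarization with parallel and perpendicular emission, 525/598 nm | Evaluation: % inhibition of FP-Rh probe binding versus controls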
# PRMT1 FP inh: PRMT1 (human) inhibition, primary screen; hit rate 1.3% among 370,000; AID 652257; Q99873; inhibition, % at 2.79 µM; recombinant PRMT1, activity-based probe fluorescence polarization;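 active = inhibition above about 21% made by adding two undisclosed values, limit read from the data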
# TCR CD3 inh: inhibitors of human TCR-CD3 interaction. TAMRA-labeled TCR probe fluorescence, biochemical. inhibition, % at 9.4 µM. hit rate 0.37% among 360,000; in the data active = inhibition above about 19%;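 note: recombinant mutant TCR 2C K166C tagged with TAMRA read by polarization; 0% = receptor in buffer alone and 100% = receptor with positive control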
# GC-A act: GC-A (human) enzyme activation. hit rate 0.14% among 370,000. AID 1671463. HEK293 GC-A cells, cGMP TR-FRET, EC30 ANP; 0% at EC30 ANP, 100% saturating ANP. activation, % at 10 µM; in the data active = activation above about 40%
# SIAE primary: human SIAE inhibition, primary screen. SIAE FP-Rh probe binding, fluorescence polarization. inhibition, % at 9.66 µM. Q9HAT2. hit rate 0.69% among 370,000;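 active = inhibition above a cutoff: mean of compounds within the control limits plus 3 SD of those, cut at about 17% in these data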;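 note: 0% = plate median of compound wells and 100% = probe without SIAE protein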
# Target sequence (Q9HAT2 whole entry, looked up): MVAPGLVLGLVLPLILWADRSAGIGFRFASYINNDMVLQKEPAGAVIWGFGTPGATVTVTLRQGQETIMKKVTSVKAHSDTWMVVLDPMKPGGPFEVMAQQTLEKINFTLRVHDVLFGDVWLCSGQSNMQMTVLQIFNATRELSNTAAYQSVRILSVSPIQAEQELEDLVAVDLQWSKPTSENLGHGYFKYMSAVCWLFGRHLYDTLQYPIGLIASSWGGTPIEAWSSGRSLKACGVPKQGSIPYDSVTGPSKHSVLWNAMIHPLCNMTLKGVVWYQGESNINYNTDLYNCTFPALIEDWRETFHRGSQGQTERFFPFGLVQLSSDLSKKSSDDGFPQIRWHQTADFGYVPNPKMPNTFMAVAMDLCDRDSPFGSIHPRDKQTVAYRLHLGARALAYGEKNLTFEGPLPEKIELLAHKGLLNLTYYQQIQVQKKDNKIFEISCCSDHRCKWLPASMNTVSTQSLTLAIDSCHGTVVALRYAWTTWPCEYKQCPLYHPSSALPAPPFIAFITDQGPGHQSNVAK
# UHRF1 binding: blocks human UHRF1 binding to methylated DNA | Q96T88 | hit rate 0.75% among 370,000 | inhibition, % at 4.4 µM | UHRF1 binding to methylated oligo, TR-FRET | AID 687016; in the data active = inhibition above about 21%;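 note: UHRF1 SRA domain binding a hemimethylated CpG hairpin DNA probe; 0% = median of test compound wells and 100% = reference inhibitor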
# MBD2 DNA inh: inhibitors of human MBD2 binding to methylated oligonucleotide. Q9UBB5. inhibition, % at 4.4 µM. TR-FRET. AID 686964. hit rate 0.31% among 370,000; in the data active = inhibition above about 13%
# HTRA1 inhibitor: HTRA1 (human) protease inhibition. Q92743. recombinant HTRA1, FP-rhodamine activity-based probe, fluorescence polarization. inhibition, % at 5.96 µM. hit rate 0.5% among 340,000; in the data active = inhibition above about 36%;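 note: 0% = enzyme with DMSO and 100% = wells lacking enzyme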
# Target sequence (Q92743 whole entry, looked up): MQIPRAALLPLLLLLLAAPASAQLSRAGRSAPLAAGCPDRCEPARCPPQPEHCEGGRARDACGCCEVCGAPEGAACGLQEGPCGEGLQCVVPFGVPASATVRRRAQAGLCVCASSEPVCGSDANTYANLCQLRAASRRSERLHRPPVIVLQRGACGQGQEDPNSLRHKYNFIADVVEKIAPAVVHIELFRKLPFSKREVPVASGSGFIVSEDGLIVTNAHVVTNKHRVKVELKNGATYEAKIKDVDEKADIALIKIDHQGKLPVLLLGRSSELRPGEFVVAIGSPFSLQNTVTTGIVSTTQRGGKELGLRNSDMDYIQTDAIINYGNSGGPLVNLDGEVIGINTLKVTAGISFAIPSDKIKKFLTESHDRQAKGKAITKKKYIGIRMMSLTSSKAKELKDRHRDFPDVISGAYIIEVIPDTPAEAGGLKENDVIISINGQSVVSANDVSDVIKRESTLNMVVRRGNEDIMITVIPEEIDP
# rCAG binder: molecules binding r(CAG) RNA repeats; inhibition, % at 3 µM; r(CAG) RNA repeat, TO-PRO-1 dye displacement fluorescence; hit rate 1.3% among 370,000; AID 651821;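 active = inhibition above the plate cutoff, the mean of all test compounds on that plate plus 3 SD, cut at about 35% in these data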;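 note: 0% = DMSO alone and 100% = 100 µM mitoxantrone as full dye displacement; higher means more dye released from RNA so lower well fluorescence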
# NPR2 activator: GC-B (human) receptor activation. P20594. HEK293-GC-B cells, CNP EC30, cGMP TR-FRET; 0% at EC30 CNP, 100% saturating CNP. activation, % at 10 µM. hit rate 0.11% among 370,000;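 active = activation at 10 µM reaching about 35% in either raw or pattern-adjusted values, limit read from the data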
# * = called active by the depositor; nt = no result given. Not all compounds are listed, so the mix of outcomes need not match the whole.
SMILES,mABHD4 FP,PRMT1 FP inh,TCR CD3 inh,GC-A act,SIAE primary,UHRF1 binding,MBD2 DNA inh,HTRA1 inhibitor,rCAG binder,NPR2 activator
C=CCN1C(=O)[C@H](CC(=O)NCCCC)[C@@]2(C(=O)OCC)CCCC=C12,1,0,nt,1,1,-2,-2,nt,-1,1
COc1ccc(S(=O)(=O)Nc2cc(C)on2)cc1NC(C)=O,-20,8,7,1,-7,3,10,4,4,-1
OC(CN1CCN(c2ccccc2)CC1)Cn1c2ccccc2c2ccccc21 (stereo unspecified),-2,1,-1,-8,-1,1,4,8,-6,-2
Cc1cccc(CSc2nc3nc(C)cc(C)n3n2)c1,-1,-2,3,2,1,2,-4,0,-4,6
Cc1ccc(-c2cc(-c3ccccc3Cl)c(C#N)c(N)n2)o1,15,22*,-1,18,4,0,2,16,22,5
CCOc1ccc(C2C=C(c3ccc(F)cc3)Nc3ncnn32)cc1 (stereo unspecified),-10,-1,-4,2,8,-1,-1,-7,3,-12
COc1ccc(-c2cc(C)nc3c(-c4ccccc4)cnn23)cc1,-2,4,-5,-3,-1,0,3,-21,0,2
COC(=O)[C@H](C)NC(=O)NCc1ccc(S(N)(=O)=O)cc1,3,3,-6,4,0,1,3,2,-3,3
O=C(c1ccco1)N1CCN(C(=S)Nc2cc(F)cc(F)c2)CC1,12,6,2,6,3,3,-2,-1,2,-2
C[C@]12CC[C@H](O)CC1=CCC1C2CC[C@@]2(C)C1CC[C@@H]2NC(=O)[C@@H](N)Cc1ccccc1 (stereo partly specified),-4,-1,-3,-9,4,0,8,-32,-1,-4
C=CCn1c(-c2ccccc2)n[nH]c1=S,-1,0,-3,-1,12,1,-1,3,-3,-1
O=C(O)Cn1cc(/C=N/NC(=O)c2cc3cc(Br)ccc3o2)c2ccccc21,17,-6,-8,6,7,-1,-7,-12,50*,-2
C=CCn1cccc(C(=O)Nc2cc(OC)ccc2OC)c1=O,4,1,-4,0,-6,29*,-3,6,-5,-6
N#CC1(NC(=O)Cn2ncc(Cl)c(Cl)c2=O)CCCCC1,4,13,-5,4,-1,1,-2,-3,14,0
CC(C)C[C@@H](C(=O)NC1CC1)N1C(=O)N2CCc3c([nH]c4ccccc34)[C@@]2(C)C1=O,-6,9,-16,-3,6,4,3,1,-4,-4
Cc1ccc(S(=O)(=O)NC(CC(=O)O)c2ccccc2)cc1 (stereo unspecified),-5,6,-2,-1,3,4,0,3,-2,-5
COc1ccc(-c2[nH]ncc2N=Nc2cc(C)cc(C)c2)cc1,-18,-1,4,-1,-6,-2,5,-40,11,55*
NS(=O)(=O)c1ccc(CCNCc2cccnc2)cc1,1,0,11,-2,7,0,3,3,0,1
CCN(CC)S(=O)(=O)c1ccc(N2CC(C(=O)NC3(C)CCS(=O)(=O)C3)CC2=O)cc1 (stereo unspecified),3,-2,-1,-1,8,1,2,-5,1,2
N#Cc1ccc(C2=CC(=O)C[C@H](c3ccc4c(c3)OCO4)C2)cc1,1,-1,-5,6,2,-3,1,-20,-1,-2
CCNC(=S)NNC(=O)c1ccccc1OC(F)F,0,-1,0,-1,7,-2,-2,-2,2,-1
CN(CC(CC(=O)O)c1ccccc1)S(=O)(=O)c1ccc(Br)cc1 (stereo unspecified),-4,4,2,-2,0,1,6,-5,8,-1
Cc1ccc(NC(=O)c2cc(-c3cccc(O)c3)on2)cc1C,-55,0,0,2,-21,8,1,-63,10,11
C[C@H]1CN([C@@H](C)CO)S(=O)(=O)c2ccc(Br)cc2O[C@@H]1CN(C)Cc1cccc(F)c1,-3,-1,-2,-7,-8,-1,2,-42,4,-11
CSCCC(NC(=O)c1ccco1)C(=O)N1CCCC(C(F)(F)F)C1 (stereo unspecified),-4,5,-7,2,0,7,7,3,2,-5
C#CC(CCN1CCCCC1)(OC)c1ccccc1 (stereo unspecified),3,-2,0,-1,0,-1,1,-2,1,2
CCN(CC)C(=O)C(C(=O)c1cccc([N+](=O)[O-])c1)n1cc(Cl)ccc1=O (stereo unspecified),3,4,-4,2,-1,1,2,1,3,2
CC(NC(=O)C1CCN(C(=O)c2cccs2)CC1)c1ccc(S(N)(=O)=O)cc1 (stereo unspecified),-4,-2,-2,1,-1,-2,-4,-3,5,1
O=C(Nc1ccncc1)c1ccccc1Cl,-3,0,-1,-6,-1,3,2,4,-3,1
COc1cc(NC(=O)COC(=O)CNC(=O)c2cc(C)cc(C)c2)c(C)cc1[N+](=O)[O-],9,0,-1,10,-1,4,-3,-4,5,5
Cc1ccc(-n2ncc3c(=O)n(CC(=O)N4CCN(c5ccccc5)CC4)cnc32)cc1,6,1,3,4,-16,0,4,4,4,3
CC(C)CN1CCN(Cc2ccc(CN3CCCCC3)s2)CC1CCO (stereo unspecified),3,-3,7,2,5,1,-5,0,-8,-2
O=S(=O)(c1ccc(-c2ccccc2)cc1)N1CCOCC1,1,0,7,-2,4,-1,-2,0,0,1
O=C(NCC1CCCO1)NC12CC3CC(CC(C3)C1)C2 (stereo unspecified),7,2,3,4,-6,-1,5,-2,-3,8
CCOc1ccc(C2OCCC(C)O2)cc1OC (stereo unspecified),0,3,-2,3,-2,3,-1,7,3,1
Cc1ccc(S(=O)(=O)N2CCOC2CNC(=O)C(=O)NCc2ccccc2)cc1 (stereo unspecified),-4,-11,-9,-2,-2,-1,-3,6,2,-1
C/C(=N\Nc1ccc(C(F)(F)F)cc1[N+](=O)[O-])C(C)C,0,5,-4,-3,-14,2,4,2,-3,-6
Nc1ncnc2c1ccn2[C@H]1CN(Cc2ccc3c(c2)OCO3)C[C@@H](CO)O1,-1,-3,8,-1,5,-3,5,nt,2,-2
CCOc1ccc(NC(=O)CC2C(=O)N(c3ccc(OC)cc3)C(=O)N2CCc2cccs2)cc1 (stereo unspecified),2,0,-5,-3,7,-1,6,-13,8,2
CCCNC(=O)CSc1nc2ccc(OCC)cc2s1,-8,2,5,7,-2,0,4,-10,3,8

# 2 of these compounds, set out differently:
SMILES	mABHD4 FP	PRMT1 FP inh	TCR CD3 inh	GC-A act	SIAE primary	UHRF1 binding	MBD2 DNA inh	HTRA1 inhibitor	rCAG binder	NPR2 activator
CC(NC(=O)C1CCN(C(=O)c2cccs2)CC1)c1ccc(S(N)(=O)=O)cc1 (stereo unspecified)	-4	-2	-2	1	-1	-2	-4	-3	5	1
CC(C)C[C@@H](C(=O)NC1CC1)N1C(=O)N2CCc3c([nH]c4ccccc34)[C@@]2(C)C1=O	-6	9	-16	-3	6	4	3	1	-4	-4

# (continued)
SMILES,mABHD4 FP,PRMT1 FP inh,TCR CD3 inh,GC-A act,SIAE primary,UHRF1 binding,MBD2 DNA inh,HTRA1 inhibitor,rCAG binder,NPR2 activator
CN(CC(=O)NCCCc1ccccc1)Cc1ccc(Br)cc1,2,5,-4,-3,-1,1,3,-9,13,0
N#Cc1ccccc1Oc1ccccc1C=O,-1,-5,1,-10,-1,0,-1,-9,-3,-2
COC(=O)C1=C(N)Oc2cc(C)n(Cc3ccccc3)c(=O)c2C1c1ccccc1 (stereo unspecified),0,1,-3,2,-1,3,2,-5,-3,-3
O=C(N/N=C/c1ccc[nH]1)c1cccc([N+](=O)[O-])c1,3,-1,3,-2,6,-4,4,3,0,-3
O=C(CN1C(=O)S/C(=C\c2ccc(O)c([N+](=O)[O-])c2)C1=O)Nc1ccc(N2CCOCC2)cc1,6,-2,-1,-4,6,0,0,5,-1,-7
CCN(C(=O)N(CC)c1ccccc1)c1ccccc1,0,1,8,1,-4,0,-1,1,0,-2
COc1ccc(C(=O)NNC2=NS(=O)(=O)c3ccccc32)cc1OC,4,-3,0,2,-5,1,-5,1,2,5
O=C(Cc1cccs1)Nc1cccc(C(=O)Nc2ccco2)c1,-12,-1,-4,-2,-6,5,-2,-5,8,3
COc1ccc(NC(=O)c2ccc(OC(F)F)cc2)cc1Cl,-7,0,5,-3,-2,-7,-2,0,-1,6
CCN(C[C@H]1N[C@@](CC)(C(=O)OC)[C@H]2C(=O)N(Cc3ccccc3)C(=O)[C@@H]12)S(=O)(=O)c1ccc(OC)cc1,-13,10,-2,-7,2,5,4,1,3,2
Cc1ccccc1CS(=O)(=O)c1ccc(C(=O)N2CCC(C)CC2)cc1[N+](=O)[O-],9,-2,-2,0,-1,2,4,-2,-4,3
CN(/N=C/c1cccnc1)C1=NS(=O)(=O)c2ccccc21,-1,-1,4,-14,-1,-2,-8,11,0,-11
CCOC(=O)N1CCC(Nc2ncnc3c2cnn3-c2ccccc2)CC1,-5,0,0,10,-6,4,3,0,-5,-3
CCOc1ccc(C2C(C(N)=O)=C(C)Nc3ncnn32)cc1OC (stereo unspecified),8,-3,1,3,-1,4,-1,-3,-2,2
O=C(COc1ccc([N+](=O)[O-])cc1)Nc1cc(C(=O)O)cc(C(=O)O)c1,-1,-4,6,-1,-1,-2,-2,7,0,0
Cc1ccc(/C=C/c2ccc(=O)n(Cc3ccccc3Cl)n2)cc1,-12,6,-7,0,-10,4,7,-18,5,-2

# By substructure, the compounds so far with a halogen
SMILES,mABHD4 FP,PRMT1 FP inh,TCR CD3 inh,GC-A act,SIAE primary,UHRF1 binding,MBD2 DNA inh,HTRA1 inhibitor,rCAG binder,NPR2 activator
Cc1ccc(-c2cc(-c3ccccc3Cl)c(C#N)c(N)n2)o1,15,22*,-1,18,4,0,2,16,22,5
CCOc1ccc(C2C=C(c3ccc(F)cc3)Nc3ncnn32)cc1 (stereo unspecified),-10,-1,-4,2,8,-1,-1,-7,3,-12
O=C(c1ccco1)N1CCN(C(=S)Nc2cc(F)cc(F)c2)CC1,12,6,2,6,3,3,-2,-1,2,-2
O=C(O)Cn1cc(/C=N/NC(=O)c2cc3cc(Br)ccc3o2)c2ccccc21,17,-6,-8,6,7,-1,-7,-12,50*,-2
N#CC1(NC(=O)Cn2ncc(Cl)c(Cl)c2=O)CCCCC1,4,13,-5,4,-1,1,-2,-3,14,0
CCNC(=S)NNC(=O)c1ccccc1OC(F)F,0,-1,0,-1,7,-2,-2,-2,2,-1
CN(CC(CC(=O)O)c1ccccc1)S(=O)(=O)c1ccc(Br)cc1 (stereo unspecified),-4,4,2,-2,0,1,6,-5,8,-1
C[C@H]1CN([C@@H](C)CO)S(=O)(=O)c2ccc(Br)cc2O[C@@H]1CN(C)Cc1cccc(F)c1,-3,-1,-2,-7,-8,-1,2,-42,4,-11
CSCCC(NC(=O)c1ccco1)C(=O)N1CCCC(C(F)(F)F)C1 (stereo unspecified),-4,5,-7,2,0,7,7,3,2,-5
CCN(CC)C(=O)C(C(=O)c1cccc([N+](=O)[O-])c1)n1cc(Cl)ccc1=O (stereo unspecified),3,4,-4,2,-1,1,2,1,3,2
O=C(Nc1ccncc1)c1ccccc1Cl,-3,0,-1,-6,-1,3,2,4,-3,1
C/C(=N\Nc1ccc(C(F)(F)F)cc1[N+](=O)[O-])C(C)C,0,5,-4,-3,-14,2,4,2,-3,-6
CN(CC(=O)NCCCc1ccccc1)Cc1ccc(Br)cc1,2,5,-4,-3,-1,1,3,-9,13,0
COc1ccc(NC(=O)c2ccc(OC(F)F)cc2)cc1Cl,-7,0,5,-3,-2,-7,-2,0,-1,6
Cc1ccc(/C=C/c2ccc(=O)n(Cc3ccccc3Cl)n2)cc1,-12,6,-7,0,-10,4,7,-18,5,-2
